High-throughput results deposited in PubChem by National Center for Advancing Translational Sciences (NCATS).
Pf growth 48h – inhibits P. falciparum growth in the first generation, 48 h | P. falciparum luciferase growth in erythrocytes, 48 h | Potency, µM (highest dose often 28.7 µM), without a hit: at the top dose activity change, negative = inhibition, hits mostly inhibitors | 310,000 compounds, 5.9% hits; note: potency is the fitted concentration of half-maximal effect; % is set by controls: 0 for no effect and ±100 for the full control effect
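In quantitative HTS format, infected erythrocytes bearing luciferase-reporter parasites were treated for a single generation at 37 C. Luminescence after adding detection reagent served as the growth measure.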
TbPYK inhibitor – T. brucei pyruvate kinase inhibition; 410,000 compounds, 0.12% hits; Potency, µM (top dose mostly 76.8 µM), for inactives: at the highest dose activity, negative = inhibition, actives largely listed as inhibitors; TbPYK enzyme, Kinase-Glo Plus ATP luminescence, 45 min; Q57TT1; note: potency is the fitted concentration of half-maximal effect; % is set by controls: 0 for no effect and ±100 for the full control effect; nearly all actives have a fitted effect of over 50% in size
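TbPYK + substrate in 50 mM TEA pH 7.2, 100 mM KCl, 10 mM MgCl2, 0.05% BSA, 0.01% Tween-20; cpd pinned; ADP 130 uM final; 45 min RT; Kinase-Glo Plus 10 min; luminescence endpoint.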
LmPK inhibitor – inhibitors of Leishmania mexicana pyruvate kinase | purified LmPK, Kinase-Glo ATP luminescence, 1 h | Q27686 | 290,000 compounds, 0.37% hits | Potency, µM (top dose mostly 57.5 µM), without a hit: top-dose activity change, negative = inhibition, hits mostly inhibitors; note: potency is the fitted concentration of half-maximal effect; % is set by controls: 0 for no effect and ±100 for the full control effect
Target sequence (Q27686 whole entry, looked up): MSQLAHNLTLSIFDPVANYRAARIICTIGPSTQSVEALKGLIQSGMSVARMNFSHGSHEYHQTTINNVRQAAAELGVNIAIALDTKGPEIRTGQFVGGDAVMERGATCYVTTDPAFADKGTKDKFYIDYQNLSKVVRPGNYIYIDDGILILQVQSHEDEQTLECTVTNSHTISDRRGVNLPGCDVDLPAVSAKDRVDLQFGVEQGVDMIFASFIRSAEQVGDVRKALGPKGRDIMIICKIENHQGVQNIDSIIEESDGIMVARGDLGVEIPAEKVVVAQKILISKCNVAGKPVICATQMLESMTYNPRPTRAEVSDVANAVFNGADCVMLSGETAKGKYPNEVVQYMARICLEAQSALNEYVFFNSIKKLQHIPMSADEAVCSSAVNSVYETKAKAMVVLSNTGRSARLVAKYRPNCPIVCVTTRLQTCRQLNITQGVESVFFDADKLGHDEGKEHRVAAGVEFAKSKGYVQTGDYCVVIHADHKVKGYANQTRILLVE
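In 50 mM imidazole pH 7.2 with 7 mM MgCl2, LmPK (0.1 nM) turned over PEP (0.5 mM) and ADP (0.1 mM) for 1 h at room temperature. Luciferase read-out of ATP.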
Pf growth 96h – P. falciparum growth inhibition at 96 hour, primary screen for plastid delayed-death inhibitors; 320,000 compounds, 6.9% hits; Potency, µM (titrated, usually from 28.7 µM), for the others: top-dose activity change, negative = inhibition, actives largely listed as inhibitors; P. falciparum luciferase reporter growth, 96 h; note: potency is the fitted concentration of half-maximal effect; % is set by controls: 0 for no effect and ±100 for the full control effect
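Delayed-death screen, second-generation endpoint: infected erythrocytes, 2% hematocrit, 0.05% parasitemia final; 96 hours at 37 C, 5% CO2; luciferase detection reagent; luminescence decrease equals reduced growth.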
Shiga toxin inh – Shiga toxin inhibition; AID 2315; inhibition, % at 38.7 µM; Vero cells, Shiga toxin protein synthesis inhibition reporter; 290,000 compounds, 9.2% hits; in the data active = inhibition mostly above about 28%, no sharp cut-off; inactive = mostly below about 43%; note: 0% is about no effect
CHX counter – counter-screen hit for Shiga toxin inhibitors, cycloheximide | cell reporter, cycloheximide protein synthesis inhibition counterscreen | max response, % | 300,000 compounds, 12% hits | AID 2314; in the data active = max response mostly above about 13%, no sharp cut-off; inactive = mostly below about 14%; note: read at 38.3 µM for the half of the compounds with a filed dose; 0% is about no effect
AmpC no deterg – inhibitors of E. coli AmpC beta-lactamase without detergent. Potency, µM (highest dose often 57.1 µM), for inactives: at the highest dose activity change, negative = inhibition, hits mostly inhibitors. P00811. 330,000 compounds, 0.52% hits. AmpC nitrocefin hydrolysis, absorbance 480 nm, 0.0001% Triton;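 note: potency is the fitted concentration of half-maximal effect; plate controls were no compound for no effect and no enzyme for full effect; nearly all actives have a fitted effect of over 20% in size; some results filed as inactive show a strong effect at the top dose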
Target sequence (P00811 whole entry, looked up): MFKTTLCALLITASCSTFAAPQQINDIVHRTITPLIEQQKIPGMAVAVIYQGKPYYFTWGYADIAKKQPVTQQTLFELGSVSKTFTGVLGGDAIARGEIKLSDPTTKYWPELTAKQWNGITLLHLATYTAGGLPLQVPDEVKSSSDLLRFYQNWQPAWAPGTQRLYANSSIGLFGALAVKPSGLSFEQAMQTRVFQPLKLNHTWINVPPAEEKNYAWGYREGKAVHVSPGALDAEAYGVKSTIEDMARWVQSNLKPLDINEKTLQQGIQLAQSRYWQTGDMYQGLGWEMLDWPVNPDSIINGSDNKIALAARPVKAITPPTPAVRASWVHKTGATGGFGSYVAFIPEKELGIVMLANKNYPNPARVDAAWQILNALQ
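20 mM phosphate pH 7.0 + 0.01% (detergent screen) or 0.0001% Triton X-100; 5.3 nM AmpC reagent; cpd preinc 15 min RT; nitrocefin (800 uM stock) to start; A480 q20 s × 4 min; Activity was normalised to no-enzyme and no-compound control wells.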
Active calls of the source: *; u = inconclusive; x = no result given; & = joins results of further samples; [ ] = dose if it differs, or a comment. Unless noted, calls come from the whole dose curve; as a rule, active = well fitted curve in the direction sought with a large enough effect; inconclusive = small, poorly fitted or top-dose-only effect, or another doubt; inactive = no such curve, though single readings can be large; an effect the other way counts as inactive or inconclusive.

SMILES	Pf growth 48h	TbPYK inhibitor	LmPK inhibitor	Pf growth 96h	Shiga toxin inh	CHX counter	AmpC no deterg
O=C(NCC(c1cccnc1)N1CCN(c2ccccc2)CC1)OCc1ccccc1 (centres undefined)	7.4µM*	2%	5%	19%	-1	5	112%[activator]
CCOc1cccc(OCCCCN2CCOCC2)c1	u	-14%	3%	0%	24	26	-3%
O=C(Nc1cc(-c2nc3ncccc3o2)ccc1Cl)c1ccc([N+](=O)[O-])o1	u	-2%	5%	30%	37	-1	-13%
O=C(Nc1nc(-c2cccs2)c(-c2ccccc2)s1)c1ccco1	28%	-5%	12%	12%	31	18*	-31%
Cc1ccc(C)c(Oc2cc(F)nc(N)n2)c1	-3%	-4%	1%	-3%	-1	-3	-12%
Cc1cc(N/C(=N\S(=O)(=O)c2ccc(Cl)cc2)c2ccc(F)cc2)no1	15%	-2%	2%	2%	12	6	-22%
Cc1cc(C(=O)N2CCN(S(C)(=O)=O)CC2)sc1-c1ccccc1	4%	-1%	0%	-20%	-15	-2	-19%
Cc1ccc(COc2ccc(C(=O)NN)cc2)cc1	4%	3%	1%	-8%	30	16	-12%
Cc1ccc(-n2c(SCC(=O)OC(C)C)nnc2-c2ccco2)cc1	u	2%	4%	x	18	-4	10%
COc1c(Br)cc(Br)cc1/C=N/NC(=O)c1ccncc1	43%[activator]	6%	2%	-49%	-9	-2	35%
COC(=O)c1c(-c2ccccc2)csc1NC(=O)c1c(-c2ccccc2)noc1C	13µM*	1%	4%	u	11	2	-17%
CCOC(=O)C1CCN(C(=O)COc2ccc(S(=O)(=O)NC(C)C)cc2)CC1	-27%	-21%	-2%	u	10	18	x
COc1ccc(-c2nc(SCC(=O)Nc3nccs3)c(-c3ccc(Cl)cc3)[nH]2)cc1	u	8%	5%	110%[activator]	-3	3	u
Cc1ccc(CNC(=O)CCc2nnc(Cc3ccc(-c4ccccc4)cc3)o2)o1	-14%	-8%	-4%	112%[activator]	1	7	95%[activator]
CCOC(=O)C1=C(N)Oc2ccc3ccccc3c2C1c1ccc(O)c(OC)c1 (centres undefined)	u	-4%	-3%	-24%	27	2	-19%
O=C(COC(=O)c1ccc(F)cc1F)NC(=O)Nc1ccc2c(c1)OCCO2	45%[activator]	-4%	x	78%[activator]	x	x	-38%
Cn1c(=O)cc(N2CCOCC2)[nH]c1=O	4%	4%	4%	30%[activator]	-6	-1	-7%
COc1ccc(N2C(=O)C3CCCN3C2c2ccccc2Cl)cc1 (centres undefined)	x	-3%	5%	-17%	20	5	52%
COc1cc(-c2ccc(NC(=O)c3ccc(C)cc3)c(OC)c2)ccc1NC(=O)c1ccc(C)cc1	5%	2%	5%	53%[activator]	-4	2	-21%
O=C(N/N=C/c1ccc(N2CCOCC2)c([N+](=O)[O-])c1)c1ccc(F)cc1	u	-9%	3%	x	-8	1	-35%
CCCNC(=O)C1CCN(S(=O)(=O)c2ccc3[nH]c(=O)ccc3c2)CC1	8%	-3%	-1%	-10%	-5	-2	-10%
Cc1nc(=O)c(-c2ccccc2)c(C)n1-c1ccccc1	2%	5%	-1%	8%	-4	-3	-15%
O=C(CSCc1ccc(Cl)cc1)Nc1ccc(-c2nnc(-c3ccccc3)o2)cc1	33%[activator]	2%	1%	-10%	3	14	-22%
C=CCC(CC=C)(C(=O)O)c1ccccc1	28%	1%	-1%	x	10	1	-18%
CC1CCN(S(=O)(=O)CCNC(=O)c2ccc3c(c2)OCO3)CC1	22%	2%	x	-6%	x	x	-2%
O=C(Nc1ccc(F)c(Cl)c1)c1nsc(Cl)c1Cl	342%[activator]	1%	u	274%[activator]	82*	47*	-27%
Nc1c(NCc2ccccc2)c2ccccc2oc1=O	2%	0%	1%	0%	-8	-3	-48%
COc1ccc(OCC(=O)OCC(=O)N2C(C)CCCC2C)cc1 (centres undefined)	-16%	1%	x	-23%	x	x	-7%
Cc1ccc(C2CC(c3cccs3)=NN2C(=O)c2ccco2)o1 (centres undefined)	u	0%	-2%	2%	10	2	-15%
O=C(COc1ccc(F)cc1)Nc1nnc(C2CCCCC2)s1	u	1%	-3%	1%	-4	-4	-20%

Pulled by structure from the list above, two records:
SMILES	Pf growth 48h	TbPYK inhibitor	LmPK inhibitor	Pf growth 96h	Shiga toxin inh	CHX counter	AmpC no deterg
Nc1c(NCc2ccccc2)c2ccccc2oc1=O	2%	0%	1%	0%	-8	-3	-48%
O=C(CSCc1ccc(Cl)cc1)Nc1ccc(-c2nnc(-c3ccccc3)o2)cc1	33%[activator]	2%	1%	-10%	3	14	-22%

(more compounds)
SMILES	Pf growth 48h	TbPYK inhibitor	LmPK inhibitor	Pf growth 96h	Shiga toxin inh	CHX counter	AmpC no deterg
CCOC(=O)COc1cccc2c(=O)n(CC(=O)N3CCCCC3)ccc12	0%	13%	3%	-1%	29	-1	1%
COc1cc(OC)cc(C(=O)N[C@H](C(=O)Nc2nc3c(s2)CCCC3)C(C)C)c1	u	-14%	-1%	u	28	13	-7%
CCSc1ccc2nnc(-c3ccc(F)cc3)n2n1	-15%	-19%	2%	-21%	-9	-1	0.4µM*
O=C(NCc1ccncc1)C(=O)N/N=C/c1ccccc1OCc1ccccc1	-12%	2%	10%	8%	25	27	-1%
COc1ccccc1CN1CC(C(=O)NCc2cc(C)on2)CCC1=O (centres undefined)	8%	-1%	-14%	u	24	11	-5%
CCOC(=O)N1CCC(NC(=O)CC2C(=O)NCCN2Cc2cccc(F)c2F)CC1 (centres undefined)	12%	12%	-3%	u	-33	1	1%
O=C(Nc1ccccc1Cl)C1CCN(Cc2cnn(-c3ccccc3)c2-n2cccc2)CC1	x	-3%	4%	x	24	27*	120%[activator]
Cc1ccc(CNC(=O)CCSCc2ccccc2F)cc1	x	7%&4%	2%	-21%	-13	11	-5%
Cc1cccc(CSc2ccc(-c3cccs3)nn2)c1	45%[activator]	1%&-2%	-1%	u	37*	35*	-34%
Cc1[nH]n(C(N)=S)c(=O)c1N=Nc1ccc(Cl)cc1Cl	8%	1%	4%	51%[activator]	44*	12	-46%
Cc1ccc(S(=O)(=O)N(CC(=O)NCc2ccncc2)C2CCCCC2)cc1	u	-22%	7%	8.3µM*	-14	-2	46%
CCOC(=O)C1CCN(Cc2cccc(Oc3ccc(Cl)cc3)c2)CC1	-18%	10%	-2%	5%	x	1	49%
O=C(NCCc1cccs1)C(c1ccccc1)c1ccccc1	-35%	-2%	4%	12µM*	19	0	-29%
Cc1cccc(OCCCC(=O)NNC(=O)CCN2CCN(c3ccccc3)CC2)c1	u	1%	x	4%	x	x	66%[activator]
Cc1ccnc(SCC(N)=O)n1	22%	3%	1%	17%	-6	9	-10%[11.4 µM]

Copied from the list.
Result for O=C(NCc1ccncc1)C(=O)N/N=C/c1ccccc1OCc1ccccc1 under Pf growth 96h: 8%
Result for CCSc1ccc2nnc(-c3ccc(F)cc3)n2n1 under AmpC no deterg: 0.4µM*
Result for Cc1ccc(CNC(=O)CCSCc2ccccc2F)cc1 under Shiga toxin inh: -13
Result for CCOC(=O)C1CCN(Cc2cccc(Oc3ccc(Cl)cc3)c2)CC1 under Pf growth 96h: 5%
Result for Cc1ccc(S(=O)(=O)N(CC(=O)NCc2ccncc2)C2CCCCC2)cc1 under Shiga toxin inh: -14

Continued.
SMILES	Pf growth 48h	TbPYK inhibitor	LmPK inhibitor	Pf growth 96h	Shiga toxin inh	CHX counter	AmpC no deterg
Cc1ccc(S(=O)(=O)N2CCCCC2)cc1NC(=O)C1CCCO1 (centres undefined)	-8%	1%	7%	-4%	-6	-3	-20%
CN1CCN(S(=O)(=O)c2cccc(C(=O)Oc3ccc(Br)cc3F)c2)CC1	14%	1%	-6%	36%[activator]	0	-2	200%
Cc1ccc(CN2CCCC(C(=O)N3CCCC3)C2)cc1 (centres undefined)	14%	0%	-4%	36%[activator]	2	-4	-6%
CN(N=Nc1cccc([N+](=O)[O-])c1)c1cccc([N+](=O)[O-])c1	45%[activator]	3%	-2%	95%[activator]	109*	33*	-18%
Cn1ncc(Cl)c1C(=O)Nc1nc2ccc(Cl)cc2s1	137%[activator]	-16%	-25%	8%	56*	66*	-22%
COc1ccccc1CNC(=O)COC(=O)c1ccc(C)c(S(=O)(=O)N2CCOCC2)c1	23%	-9%	x	14%	x	x	-11%
COc1ccc(S(=O)(=O)N2CCOCC2)cc1NC(=O)[C@@H]1CCCN1C(=O)c1cccs1	-25%	2%	1%	-4%	-11	5	25%
O=C(c1ccc(S(=O)(=O)N2CCc3ccccc3C2)cc1)N1CCCCC1	u	2%	2%	12%[5.75 µM]	1	-1	59%
C=CCSc1nsc(NC(=O)Nc2ccc(F)cc2)n1	u	-14%	-5%	-43%	101*	43*	-44%
COc1ccc(NS(=O)(=O)c2cccc(NC(=O)c3ccc(Cl)nc3)c2)cc1	u	-5%	4%	u	11	0	-53%
CC(=O)NC(CC(=O)O)C(=O)O (centres undefined)	0%	1%	x	15%	x	x	-7%
COc1ccc2c(c1OC)C(=O)N(c1ccc(C)cc1)C2	147%[activator]	2%	-8%	141%[activator]	86*	54*	5%
COc1cc(NC(=O)c2cnc(N)o2)cc(C(=O)Nc2cccc(C(F)(F)F)c2)c1	10µM*	-8%&-4%	2%	13µM*	-4	-3	8%
COc1ccc(C2=C(C=C(C#N)C#N)C(c3ccccc3C)c3ccccc3O2)cc1OC (centres undefined)	9.3µM*	4%	3%	u	-5	1	50%
CCC[C@@H](NS(=O)(=O)c1ccc(C)cc1)C(=O)Oc1ccc2c3c(c(=O)oc2c1)CCC3	12%	-13%	4%	16%	0	0	-3%
CCC(C)C(NC(=O)OCc1ccccc1)C(=O)OCN1C(=O)c2ccccc2C1=O (centres undefined)	0%	-3%	2%	45%[activator]	10	5	-8%
CCN(CC)S(=O)(=O)c1ccc(N2CC(C(=O)NCCC3=CCCCC3)CC2=O)cc1 (centres undefined)	u	0%	x	u	x	x	11%
CCOc1ccc(CCNC(=O)COC(=O)Cc2c[nH]c3ccccc23)cc1OCC	u	-3%	x	u	x	x	20%
CC(=O)Oc1cccc(/C=N\NC(=O)C(=O)N/N=C/c2cccc(OC(C)=O)c2)c1	4%	3%	x	-7%	x	x	-9%
O=C(NN=C1C2CC3CC(C2)CC1C3)c1ccccc1O	u	3%	1%	-25%	38	19*	-29%
COc1ccccc1N1CCN(C(=O)c2cc(=O)c3ccc(C)cc3o2)CC1	u	-3%	-1%	-10%	3	9	81%[activator]
CCOC(=O)C1C(=O)CC(O)(c2ccccc2)CC1c1ccccc1 (centres undefined)	u	-4%	-4%	x	-6	6	1%
COc1ccccc1/C=C/C(=O)OC(C)CN1CCCCC1 (centres undefined)	u	-4%	4%	u	24	3	1%
COc1ccc(N2C(C)=CS/C2=C(/C#N)c2nnc(N3CCOCC3)n2-c2ccccc2)cc1	-15%	0%	-1%	305%[activator]	-19	-4	63%[activator]
O=C(NCCc1c[nH]c2ccccc12)c1c(Cl)nc2sccn12	24%	-3%	1%	-10%	44	23*	-9%
